PTAP TSG101 blk: blocks PTAP/TSG101 interaction to inhibit HIV-1 budding; Q99816; Fluorescence polarization, FITC-PTAP peptide / Tsg101 binding; Potency, µM (doses to about 115 µM), without a hit: at the top dose activity change, negative = inhibition, usual class: inhibitors; 340,000 tested, under 10 active; AID 493005; active = well fitted inhibition curve with a large enough effect in the main read-out, with a control signal flat, not every such curve was filed as active; inconclusive = small, poorly fitted or top-dose-only effect, or effect the other way, or a change in a side signal; inactive = no such curve, though single readings can be large or run the other way; note: potency is the fitted concentration of half-maximal effect; % of control where 0% means no effect
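Compounds were pin-transferred onto Tsg101 binding domain (10 uM final) in HEPES pH 7.5 buffer, then FITC-PTAP peptide was added at 50 nM final. After 20 min at RT, polarization reported peptide displacement across a qHTS concentration series.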
Integrin act MD: activates integrin-mediated alleviation for muscular dystrophy. alpha7betagal myoblasts, beta-gal FDG fluorescence, 48 h. Potency, µM (doses to about 38.3 µM), for the others: top-dose activation, usual class: activators. 0.064% of 350,000 active. AID 624291;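 note: potency is the fitted concentration of half-maximal effect; 100% = response of the positive control SU9516; nearly all actives have a fitted effect of over 60% in size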
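Alpha7betagal+/- myoblasts (passage 13) were plated 16-24 hr, then exposed to compounds (1:260 dilution of DMSO stock) for 48 hours at 37C. After MPER lysis, β-galactosidase reporter activity was read as FDG fluorescence (ex 480/em 540) after 30 minutes.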
Coupling enz: inhibits coupling enzyme system, counter-screen for aldolase hits; AID 2472; activity change, negative = inhibition, % at 58.2 µM, hits read low; coupling enzyme system counterscreen, AmpLite Red fluorescence; 0.67% of 290,000 active; in the data active = activity change below about -30%; note: % is set by controls: 0 for no effect and ±100 for the full control effect
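Activity here indicates interference with the coupling reaction, not aldolase inhibition. Compounds at 57.5 uM final met coupling enzymes for 10 min at RT; substrate and AmpLite Red detection followed, with a 525/598 nm fluorescence read after 20 min.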
PKM2 act: increases activity of human pyruvate kinase M2; Potency, µM (titrated, usually from 57.5 µM), without a hit: at the highest dose activation, most hits filed as activators; 0.34% of 260,000 active; P14618; purified PKM2, Kinase-Glo ATP luminescence, activation; response scale: 0% is enzyme alone, no compound; note: potency is the fitted concentration of half-maximal effect; % is set by controls: 0 for no effect and ±100 for the full control effect; nearly all actives have a fitted effect of over 55% in size
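Kinase-Glo luminescence reports ATP generated from ADP (0.1 mM) and PEP (0.5 mM) by purified hPK-M2 after 1 h at room temperature, pH 7.2 imidazole buffer; intermediate enzyme activity allows detecting inhibitors and activators.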
Menin MLL FP TR: displaces Texas Red mutant MLL peptide from human menin; Menin + Texas Red MLL mutant peptide, fluorescence polarization; O00255; 0.23% of 270,000 active; Potency, µM (doses to about 61.6 µM), without a hit: at the top dose FP activity change, negative = inhibition, usual class: inhibitors; AID 1768; active = well fitted inhibition curve with a large enough effect in the polarisation, with a control signal flat, not every such curve was filed as active; inconclusive = small, poorly fitted or top-dose-only effect, or effect the other way, or a change in a side signal; inactive = no such curve, though single readings can be large or run the other way; the % refers to the polarisation; note: potency is the fitted concentration of half-maximal effect; % of control where 0% means no effect; many of its hits are not listed in these tables
Target sequence (O00255 whole entry, looked up): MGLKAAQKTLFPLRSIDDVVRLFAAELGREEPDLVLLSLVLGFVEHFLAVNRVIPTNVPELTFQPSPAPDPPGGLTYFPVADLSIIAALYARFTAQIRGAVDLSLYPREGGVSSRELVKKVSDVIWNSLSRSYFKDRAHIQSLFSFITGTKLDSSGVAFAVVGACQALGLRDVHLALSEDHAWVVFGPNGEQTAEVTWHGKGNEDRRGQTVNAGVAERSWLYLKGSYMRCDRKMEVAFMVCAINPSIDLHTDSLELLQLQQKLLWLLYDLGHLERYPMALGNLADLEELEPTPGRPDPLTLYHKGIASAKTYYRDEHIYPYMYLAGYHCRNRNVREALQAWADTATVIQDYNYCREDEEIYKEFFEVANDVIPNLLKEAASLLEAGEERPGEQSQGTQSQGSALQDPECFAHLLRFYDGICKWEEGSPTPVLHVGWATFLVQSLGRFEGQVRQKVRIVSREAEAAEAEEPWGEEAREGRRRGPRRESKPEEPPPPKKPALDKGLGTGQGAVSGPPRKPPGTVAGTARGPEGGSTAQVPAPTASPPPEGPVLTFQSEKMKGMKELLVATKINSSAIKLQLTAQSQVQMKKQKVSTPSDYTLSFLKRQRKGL
S-ASM inh: blocks human secretory acid sphingomyelinase. P17405. placental ASM, HMU-PC fluorogenic substrate, 60 min. Potency, µM (titrated, usually from 57.5 µM), for the others: top-dose activity change, negative = inhibition, hits mostly inhibitors. 0.006% of 340,000 active; note: potency is the fitted concentration of half-maximal effect
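Human placenta-derived ASM enzyme was preincubated with compound for 10 minutes at room temperature, then given fluorogenic substrate HMU-PC0 (9 uM final) for 60 minutes at 37 °C; a pH 10 stop preceded fluorescence reading at Ex 386/Em 447 nm.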
BCR signal inh: inhibitors of chronic active B-cell receptor signaling. ABC-DLBCL IkBa-CBG/CBR reporter, luminescence ratio, 4 h. Potency, µM (series often up to 46.1 µM), for the others: top-dose ratio change, negative = lower green/red ratio, hits mostly inhibitors. 0.05% of 340,000 active; active = well fitted inhibition curve with a large enough effect in the signal ratio, with a control signal flat, not every such curve was filed as active; inconclusive = small, poorly fitted or top-dose-only effect, or effect the other way, or a change in a side signal; the % refers to the signal ratio;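 note: potency is the fitted concentration of half-maximal effect; plate controls were basal doxycycline-induced cells for no effect and cells given 10 µM MG132 for full effect; MG132 reads +100%, hits lower the ratio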
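Doxycycline induced both beetle luciferases in TMD8 lymphoma cells; IKK-driven degradation limits the IkappaBalpha-fused green signal, while red luminescence normalises for cell number and nonspecific effects. Compounds tested up to 46 uM, 4 hrs.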
Giardia kill: kills Giardia lamblia. Giardia lamblia trophozoite viability. activity change, % at 7.66 µM, hits read low. 0.15% of 340,000 active. AID 540267; in the data active = activity change below about -80%; inconclusive = between about -30% and that limit;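 note: parasites exposed to compound for two days anaerobically before the ATP read; % is set by controls: 0 for no effect and ±100 for the full control effect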
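Compounds were tested on trophozoites seeded at 100 cells/well and held 48 hrs at 37 deg C anaerobically. An ATP-based luminescent kit measured the remaining live cells.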
GALK inhibitor: galactokinase (human) inhibition; P51570; Purified GALK, Kinase-Glo residual ATP luminescence; Potency, µM (doses to about 57.5 µM), without a hit: top-dose activity change, negative = inhibition, most hits filed as inhibitors; 0.007% of 270,000 active; AID 1868; note: potency is the fitted concentration of half-maximal effect; % is set by controls: 0 for no effect and ±100 for the full control effect
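Galactose (100 uM) and ATP (35 uM) were turned over by 5 nM GALK for 1 h at RT. Kinase-Glo Plus then converted the remaining ATP into a luminescent signal.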
B2AR arrestin: agonists driving beta-arrestin recruitment to human beta2-adrenergic receptor | 0.02% of 330,000 active | P07550 | beta-arrestin recruitment to beta2AR, cell-based reporter | Potency, µM (highest dose often 46.1 µM), without a hit: top-dose activation, usual class: activators;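 note: potency is the fitted concentration of half-maximal effect; 0% = DMSO controls and full agonism = EC100 isoproterenol or metaproterenol; nearly all actives have a fitted effect of over 65% in size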
Target sequence (P07550 whole entry, looked up): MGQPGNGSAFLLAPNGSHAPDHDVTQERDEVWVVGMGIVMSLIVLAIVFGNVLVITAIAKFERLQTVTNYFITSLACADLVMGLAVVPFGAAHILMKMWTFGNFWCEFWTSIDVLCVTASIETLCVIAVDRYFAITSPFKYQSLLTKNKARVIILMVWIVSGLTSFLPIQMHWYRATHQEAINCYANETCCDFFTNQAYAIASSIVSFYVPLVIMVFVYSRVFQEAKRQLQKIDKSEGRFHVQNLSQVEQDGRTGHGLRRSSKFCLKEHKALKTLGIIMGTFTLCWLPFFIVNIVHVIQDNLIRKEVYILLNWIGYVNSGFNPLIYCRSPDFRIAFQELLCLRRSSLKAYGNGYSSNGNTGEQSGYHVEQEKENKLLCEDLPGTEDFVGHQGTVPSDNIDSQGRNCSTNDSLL
Tb PFK block: blocks T. brucei phosphofructokinase. T. brucei PFK, ADP-Glo luminescence. O15648. Potency, µM (series often up to 57.5 µM), for inactives: at the highest dose activity, negative = inhibition, actives largely listed as inhibitors. 0.17% of 330,000 active;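 note: potency is the fitted concentration of half-maximal effect; 0% = uninhibited 1x PFK enzyme wells and -100% = no-enzyme wells; nearly all actives have a fitted effect of over 60% in size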
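1.25 nM PFK with 0.5 mM F6P and 0.1 mM ATP in 0.1 M TEA pH 8.0, 5 mM MgCl2, incubated 45 min at room temperature; ADP measured by ADP-Glo luminescence; compounds titrated up to 57 uM.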
An asterisk follows results filed as active; ? = inconclusive; · = not tested or not shown; & = joins results of further samples; [ ] = remark or other dose. Unless noted, calls come from the whole dose curve; as a rule, active = well fitted curve in the direction sought with a large enough effect; inconclusive = small, poorly fitted or top-dose-only effect, or another doubt; inactive = no such curve, though single readings can be large; an effect the other way counts as inactive or inconclusive. The list is partial (hit frequency here may not be typical).

SMILES	PTAP TSG101 blk	Integrin act MD	Coupling enz	PKM2 act	Menin MLL FP TR	S-ASM inh	BCR signal inh	Giardia kill	GALK inhibitor	B2AR arrestin	Tb PFK block
C[N+](C)(C)CCCC(=O)c1ccc2c(c1)OCO2	-4%	-6%	6	11%	4%	-3%	3%	17	-1%	-0.8%	-3%
CSc1ccc(CCNS(=O)(=O)c2ccc3c(c2)C(C)(C)C(=O)N3C)cc1	-2%	-19%	·	·	·	-4%	0%	9	-1%	-0.2%	-1%
CCCOc1cccc(C(=O)N(Cc2ccccc2)C2CCS(=O)(=O)C2)c1 (stereo unspecified)	-5%	0%	1	8%	-16%	1%	-1%	5	6%	-0.2%	6%
Cc1cc(C)cc(OCC(=O)OCC(=O)Nc2ccc(Cl)cn2)c1	-2%	10%	2	2%	5%	2%	5%	30	-1%	-0.3%	0%
CN(Cc1ccccc1)C(=O)c1cn(C)c2ccc(S(=O)(=O)N3CCCC3)cc2c1=O	0%	2%	·	·	·	4%	0%	13	-7%	0.2%	0%
COc1ccccc1N1C(=O)[C@@H]2[C@H](C1=O)[C@H](C(=O)c1ccc(OC(C)=O)cc1)N1N=CC=C[C@@H]21	-4%	34%	-8	15%	·	1%	?	-9	0%	-0.3%	5%
COc1ccc(CNC(=O)COC(=O)c2cccc(S(=O)(=O)N3CCOCC3)c2)cc1	-1%	9%	·	·	·	2%	0%	12	·	-0.9%	-1%
Cc1cc(F)ccc1NCc1ccncc1	-7%	16%	4	7%	4%	5%	-3%	1	3%	0.2%	-8%
O=C(NCCCN1CCCC1)c1ccc2c(Cl)c3c(nc2c1)CCCC3	-4%	-69%[inhibitor]	-3	9%	?	-5%	?	4	-2%	-0.2%	5%
CC(C)C(NS(=O)(=O)c1cccc2nsnc12)C(=O)NCc1ccc2c(c1)OCO2 (stereo unspecified)	-4%	5%	3	-15%	0%	1%	-13%	5	3%	-0.1%	0%
CCCCNC(=O)c1ccc(NS(=O)(=O)c2ccc3[nH]c(=O)[nH]c3c2)cc1	0%	0%	·	13%	·	0%	-4%	-21	-2%	-0.8%	0%
COc1cc(CN2CCN(S(=O)(=O)c3ccc(NC(C)=O)cc3)CC2)cc(OC)c1O	5%	-16%	-6	13%	-7%	4%	?	21	4%	-0.8%	-5%
COc1ccc(CNC(=O)c2noc(C)c2[N+](=O)[O-])cc1	-2%	-20%	2	-2%	3%	7%	1%	4	4%	-0.7%	-4%
CCCN1Cc2cccc(C(=O)N3CCN(c4ccc(F)cc4)CC3)c2C1=O	-7%	10%	2	-3%	-1%	6%	16%	-6	1%	-0.2%	-1%
CCC(C)(C)NC(=O)C(c1cccn1C)N(C(=O)Cn1nnc2ccccc21)c1ccc(OC)cc1 (stereo unspecified)	-4%	6%	-1	-1%	-6%	-5%	-1%	-4	5%	0.2%	2%
CC1CCCC(NC(=O)COC(=O)c2ccccc2Sc2ccccc2C#N)C1C (stereo unspecified)	2%	-6%	0	4%	11%	5%	-8%	-5	-2%	-0.3%	0%
O=C(Cn1cnc([N+](=O)[O-])n1)N/N=C/c1cccc2ccccc12	-4%	11%	3	-3%	17%	1%	3%	-4	-3%	0.0%	1%
Cc1[nH]n2c(=O)cc(C(C)(C)C)nc2c1-c1ccccc1	-2%	-23%	-6	-2%	11%	0%	-2%	0	0%	-0.4%	3%
COc1ccc(-c2cccc(NS(=O)(=O)c3cc([N+](=O)[O-])ccc3C)c2)nn1	-1%	0%	·	·	·	-13%	?	8	·	0.4%	0%
CCCCNC(=O)CSc1nc2cc3c(cc2c(=O)n1CCCC(=O)NCCc1ccc(OC)c(OC)c1)OCO3	-1%	5%	4	-3%	-1%	0%	?	2	0%	0.0%	-3%
COC(=O)Cc1cc(=O)n2[nH]c(C)c(-c3ccccc3)c2n1	-5%	18%	3	2%	0%	2%	2%	29	3%	0.5%	3%
COc1ccccc1NC(=O)C(=O)Nc1ccc2c(c1)N(C(=O)C1CC1)CCC2	-2%	12%	·	·	·	2%	?	2	·	0.1%	7%
Cc1ccc(C(O)Cn2cc([N+](=O)[O-])nc2C)cc1 (stereo unspecified)	0%	-11%	1	3%	·	2%	-1%	7	0%	-0.4%	-10%
O=C(c1cccc([N+](=O)[O-])c1)N(c1ccccn1)c1ccccn1	0%	-6%	2	2%	-17%	4%	7%	4	1%	-0.8%	7%
Cc1cccc2cc3c(NC(=O)C(C)C)nn(C)c3nc12	0%	23%	-3	-5%	15%	252%[activator]	3%	0	2%	0.0%	1%
COc1ccc(-c2ocnc2C(=O)N2CCN(C(c3ccccc3)c3ccccc3)CC2)cc1	0%	25%	3	4%	?	-2%	26%	3	0%	0.1%	2%
CC(C)NC(=O)c1ccc(NC(=O)CC2SC(N3CCCCC3)=NC2=O)cc1 (stereo unspecified)	-1%	2%	·	·	·	-2%	?	18	·	-1.0%	-5%
COc1ccccc1NC1CCCCC1NS(=O)(=O)c1ccc(C)cc1 (stereo unspecified)	-3%	22%	-1	4%	4%	-5%	-5%	1	·	0.1%	2%
O=C(/C=C/c1ccco1)Oc1cccc2cccnc12	-1%	-24%	1	-2%	·	4%	?	-5	-1%	9.7%	-4%
O=C(COc1ccc(Cl)cc1Cl)Nc1ccc(CN2CCOCC2)cc1	-8%	15%	4	0%	10%	1%	0%	-1	7%	0.5%	-8%
COc1ccc(-c2noc(COc3ccc4ccccc4c3Br)n2)cc1OC	-4%	-3%	0	14%	?	-16%	3%	-10	-2%	-0.2%	-9%
CCN(CC)S(=O)(=O)c1ccc(N2CCOCC2)c(NS(=O)(=O)c2ccc(C(C)C)cc2)c1	-1%	-13%	5	-1%	4%	-1%	-1%	-15	0%	-2.2%	-9%
CCOC(=O)c1sc(NC(=O)Nc2ccccc2F)nc1C	-5%	-4%	1	5%	34%[activator]	2%	-1%	-26	1%	-1.2%	-3%
COc1ccc(NC(=O)CSc2nnc(Cn3c(=O)sc4ccccc43)n2C)c(OC)c1	-4%	26%	2	-5%	-5%	-1%	-2%	1	0%	0.0%	-8%
CC(C)OCCCNC(=O)c1ccc(NC(=O)C2CCCO2)cc1 (stereo unspecified)	0%	7%	2	5%	34%[activator]	0%	-12%	6	0%	-0.2%	3%
Cc1nc2ccccn2c1C(=O)NC1CCCCC1	0%	-6%	2	2%	-4%	4%	1%	-15	4%	-0.4%	4%
COc1ccc(-c2csc3ncnc(N4CCN(S(=O)(=O)c5ccc(Cl)s5)CC4)c23)cc1	-2%	-19%	·	·	·	0%	-12%	-2	·	2.5%	-10%
CC(C)CNC(=O)Nc1ccc(F)c(Cl)c1	-1%	?	-1	-1%	18%	5%	-1%	7	-2%	-0.1%	-2%
COc1ccc(C(C(=O)NC2CCCC2)N(C(=O)c2ccoc2C)c2cc(C)cc(C)c2)cc1 (stereo unspecified)	-2%	-31%	0	2%	?	-4%	1%	-14	2%	0.1%	0%
COc1cc(OC)c(NC(=O)Nc2ccc(OC)c(OC)c2)cc1Cl	-7%	-11%	-1	6%	?	3%	-20%	-10	0%	2.8%	-18%
Cc1cc2nc3n(c2cc1C)CC1CC(C(=O)NCCc2cccs2)N(C)C31 (stereo unspecified)	-21%	31%	1	-2%	·	1%	4%	8	-2%	-0.6%	-12%
CC(NC(=S)N1CCN(c2ccccc2)CC1)c1ccccc1 (stereo unspecified)	-3%	?	-1	-3%	·	1%	0%	-18	-3%	-0.4%	4%
CC(C)(C)c1ccc(/C=N/NC(=O)C(=O)NCCCN2CCOCC2)cc1	-5%	14%	-1	-3%	3%	13%	3%	-2	2%	-0.2%	-7%
CCN1CCCC1CNC(=O)c1cc(S(=O)(=O)CC)c(N)cc1OC (stereo unspecified)	·	·	1&2&2	-5%&-3%&6%	-7%&2%&3%	·	1%&-2%	·	1%&-2%	-0.4%&-0.4%	4%&1%
COc1ccc(NC(=O)CN2C(=O)NC3(CCCc4ccccc43)C2=O)c(OC)c1 (stereo unspecified)	-4%	-12%	·	·	·	0%	2%	4	·	-0.7%	6%
CCCCN(C(=O)CSCc1ccc(C)cc1)c1c(N)n(CCC)c(=O)[nH]c1=O	0%	10%	·	0%	·	14%	1%	-11	-4%	-0.5%	-7%

Screens as filed in PubChem.
